CHO-K1 Ca ag: nonselective activator or artifact in parental CHO-K1 cells. AID 602248. 0.48% of 360,000 active. activation, % at 3 µM. Fluo-8 calcium fluorescence; scaled to maximal ATP response, vehicle zero; in the data active = activation above about 15%;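 note: untransfected CHO-K1 host cells lacking M1 receptor as counterscreen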
TAAR1 antagonist: antagonists of human TAAR1; Q96RJ0; CHO RD-HGA16 TAAR1, Fluo-8 calcium fluorescence, antagonist; inhibition, % at 3 µM; 1.5% of 360,000 active; AID 624466;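 active = inhibition above a per-plate cutoff, the mean inhibition of test compounds on that plate plus 3 SD, cut at about 49% in these data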;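 note: 0% = DMSO plus EC80 beta-PEA response and 100% = DMSO alone without agonist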
Target sequence (Q96RJ0 whole entry, looked up): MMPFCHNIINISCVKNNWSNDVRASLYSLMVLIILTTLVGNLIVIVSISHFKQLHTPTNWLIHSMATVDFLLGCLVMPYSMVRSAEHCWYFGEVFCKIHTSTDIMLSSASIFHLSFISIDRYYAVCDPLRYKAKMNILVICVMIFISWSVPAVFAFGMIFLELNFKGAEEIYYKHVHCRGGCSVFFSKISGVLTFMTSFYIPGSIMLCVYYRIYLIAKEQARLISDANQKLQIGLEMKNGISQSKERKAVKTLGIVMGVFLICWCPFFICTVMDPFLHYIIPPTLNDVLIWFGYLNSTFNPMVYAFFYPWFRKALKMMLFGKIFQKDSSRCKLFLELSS
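Material: CHO RD-HGA16 cells bearing hTAAR1; compound dosing: one-point dosing, 3 µM nominal final; schedule: dye loading 75 min at 37 °C, then 30 min room temperature; measured by: calcium fluorescence with Fluo-8; control set: vehicle and agonist controls; replication: n of 1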
M1 PAM parental: M1 PAM counterscreen hit in parental CHO-K1 cells | ATP EC20, Fluo-8 calcium fluorescence; 0% at ATP EC20, 100% at ATP max | activation, % at 3 µM | 0.02% of 360,000 active | AID 602247;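 active = activation above the run cutoff, the mean activation of all test compounds plus 3 SD, cut at about 40% in these data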;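 note: peak over basal fluorescence ratio in a 140 s read after ATP addition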
CHO-K1 Ca antag: counter-screen for M1 antagonists: effect in parental CHO-K1 cells; ATP-induced calcium, Fluo-8 fluorescence; inhibition, % at 3 µM; 0.6% of 360,000 active; AID 602250;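 active = inhibition above a per-plate cutoff, the plate's mean sample inhibition plus 3 SD, cut at about 24% in these data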;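 note: 0% = DMSO plus EC80 ATP and 100% = DMSO alone without ATP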
CHO parental Ca: signal in parental CHO cells, OX1R antagonist counter-screen; parental CHO-K1, ATP-induced calcium, Fluo-8 fluorescence; inhibition, % at 5.6 µM; 0.63% of 330,000 active;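 active = inhibition above that plate's mean sample inhibition plus 3 SD, cut at about 26% in these data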;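 note: 0% = ATP-challenged DMSO wells and 100% = DMSO wells without ATP; some compounds past the cut are filed as inactive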
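Material – parental CHO cells · Reagent – ATP stimulus · Compound – single nominal dose of 5.6 µM per compound · Detection – Fluo-8 fluorescence · Read-out basis – percent inhibition of calcium signal · Controls – ATP-challenged DMSO wells low, unchallenged DMSO wells high · Repeats – no replicates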
CHRM1 agonist: agonists of human M1 muscarinic receptor | P11229 | activation, % at 3 µM | CHO-K1 hM1, Fluo-8 calcium fluorescence, agonist mode; 0% DMSO, 100% acetylcholine EC100 | 0.33% of 360,000 active;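 active = activation above the run's mean compound activation plus 3 SD, cut at about 16% in these data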;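 note: peak over basal fluorescence ratio within a 140 s kinetic read after compound addition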
TAAR1 ag: agonists of human TAAR1 | 0.99% of 360,000 active | AID 624467 | CHO RD-HGA16 TAAR1, Fluo-8 calcium fluorescence; vehicle wells 0%, saturating PEA agonist 100% | activation, % at 3 µM;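 active = activation above the mean activation of all test compounds in the run plus 3 SD, cut at about 38% in these data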
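System: CHO-derived RD-HGA16 cells with stable Gα16 and human TAAR1 / Times: 17-24 h plating, Fluo-8 75 min 37 °C, 30 min RT / Technique: calcium-sensitive Fluo-8 signal, excitation 470-495, emission 515-575 nm / Measure: % activation relative to PEA EC100 response / Benchmarks: DMSO and PEA EC100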
V1R ag counter: activates human V1a receptor in oxytocin agonist counter-screen | P37288 | CHO-V1R cells, Fluo-8 calcium fluorescence, agonist mode; 0% DMSO, 100% 3 nM vasopressin | activation, % at 3 µM | 0.25% of 320,000 active | AID 2797;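 active = activation above the mean activation of all tested compounds plus 3 SD, per screening run, cut at about 20% in these data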;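 note: signal is peak over basal fluorescence ratio across a 100 second FLIPR read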
Target sequence (P37288 whole entry, looked up): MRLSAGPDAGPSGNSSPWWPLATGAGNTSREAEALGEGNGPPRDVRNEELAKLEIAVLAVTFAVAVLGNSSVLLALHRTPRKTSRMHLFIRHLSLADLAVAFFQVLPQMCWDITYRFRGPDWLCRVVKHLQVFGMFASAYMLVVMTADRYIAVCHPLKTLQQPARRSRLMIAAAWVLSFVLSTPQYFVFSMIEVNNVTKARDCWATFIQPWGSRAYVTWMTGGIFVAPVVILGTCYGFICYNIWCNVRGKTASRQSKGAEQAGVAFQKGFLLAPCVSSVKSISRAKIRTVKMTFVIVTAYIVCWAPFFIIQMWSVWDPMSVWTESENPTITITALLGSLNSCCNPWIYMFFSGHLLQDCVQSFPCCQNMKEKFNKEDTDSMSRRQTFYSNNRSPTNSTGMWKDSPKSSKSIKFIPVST
OXTR potentiate: potentiates the human oxytocin receptor response; CHO-OTR cells, Fluo-8 calcium fluorescence, potentiator mode; 0% = oxytocin EC15, 100% = EC100; activation, % at 3 µM; 0.061% of 320,000 active; AID 2445;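 active = activation above that plate's cutoff, the mean activation of tested compounds plus 3 SD, cut at about 6.6% in these data, passing the limit was not always enough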;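 note: 100% uses oxytocin at 75 nM as the full agonist control; some results filed as inactive read as strong as hits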
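Assay system: CHO-OTR cells, human receptor / Also added: oxytocin at about EC15, sub-maximal agonist stimulus / Dosing: single dose, 3.0 µM nominal final compound concentration / Incubation: 6 min pre-incubation, 100 s read / Technique: Fluo-8 calcium dye fluorescence / Read-out: % activation vs EC15 and EC100 oxytocin / Benchmarks: EC15 oxytocin low, 75 nM oxytocin high / Replicates: singlicate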
Starred values were filed as active, the others as inactive; . = no result given. Not all compounds are listed; rates above refer to the full screens.

SMILES | V1R ag counter | CHO parental Ca | CHRM1 agonist | TAAR1 antagonist | CHO-K1 Ca ag | TAAR1 ag | OXTR potentiate | CHO-K1 Ca antag | M1 PAM parental
Cc1cc2ccccn2c1C(C[N+](=O)[O-])c1c(F)cccc1Cl (stereo not drawn) | -0.9 | -14.3 | -10.1 | 21.3 | 0.2 | -1.5 | -9.1 | -24.2 | 5.9
CC(=O)[C@H]1CCC2C3CC[C@H]4C[C@@H](O)CC[C@]4(C)C3CC[C@@]21C (stereo partly drawn) | 1.4 | -16.8 | -1.7 | -15.6 | 0.2 | 0.6 | -1.9 | -7.6 | 22.3
CCCCC(C)C(OC(=O)CC(CC(=O)O)C(=O)O)C(CC(C)CC(O)CCCCC(O)CC(O)C(C)N)OC(=O)CC(CC(=O)O)C(=O)O (stereo not drawn) | 0.0 | -5.8 | 2.7 | -9.8 | -0.2 | -0.3 | -1.1 | 16.6 | -8.9
O=C(O)CCCOc1ccc(Cl)cc1Cl | . | . | 0.6 | -13.3 | 0.0 | 0.2 | . | 15.6 | -7.7
COc1ccc(C(O)c2cc(OC)ccc2OP(=O)(N(C)C)N(C)C)cc1 (stereo not drawn) | 0.6 | -2.2 | -2.2 | -10.0 | -0.1 | 0.7 | -4.3 | 0.1 | 2.1
Oc1ccc2ccccc2c1CN1CC=C(c2ccccc2)CC1 | -0.1 | -10.4 | -4.1 | -28.1 | 0.8 | 20.3 | 5.6 | -9.1 | 8.1
Cc1[nH]c2ccc(OC(F)(F)F)cc2c1CCNCc1cccc([N+](=O)[O-])c1 | 10.3 | 29.0* | 3.7 | 49.4* | 35.2* | 44.3* | -7.1 | 20.9 | -24.2
O=NN1CCCCC1 | -0.9 | -2.6 | -1.9 | 12.8 | 2.3 | 0.4 | -2.7 | -19.0 | 20.4
NCCc1nc2ccccc2s1 | 0.1 | -0.9 | -3.6 | -0.5 | 0.3 | 2.0 | -8.3 | -10.0 | 7.7
N[C@@H]1CC[C@@]2(O)[C@H]3Cc4ccc(O)c5c4[C@@]2(CCN3CC2CC2)C1O5 (stereo partly drawn) | 0.6 | -9.9 | -5.3 | -19.6 | -0.5 | 3.9 | 2.6 | -15.5 | 15.8
CC(=O)NC(Cc1ccc(N(CCCl)CCCl)cc1)C(=O)NC(CC(C)C)C(=O)O (stereo not drawn) | 1.6 | -6.0 | -1.4 | 8.3 | -0.1 | 8.2 | -1.1 | 8.2 | 12.4
CCC(=NCCc1c[nH]c2ccccc12)c1c(O)n(C)c(=O)n(C)c1=O | 10.0 | 43.8* | 3.3 | 49.5* | 15.8* | 13.4 | -6.5 | 24.0* | -0.4
O=C(COC(=O)Cc1ccccc1)Nc1cc(S(=O)(=O)N2CCCCC2)ccc1Cl | -0.7 | -5.0 | -2.6 | -12.8 | 2.4 | 2.5 | -10.8 | -6.3 | 12.7
CC(=NCc1ccc(F)cc1)c1c(O)n(C)c(=O)n(C)c1=O | 1.5 | -5.2 | -2.1 | -0.6 | 0.7 | 3.8 | -5.7 | 9.8 | 0.0
CCOc1ccc(N=Cc2c(O)n(C(C)(C)C)c(=O)[nH]c2=O)cc1 | 0.1 | -22.4 | -3.0 | 11.6 | 2.6 | 6.5 | -1.1 | 3.6 | 10.8
COC(=O)C1=C(c2cccc(OCc3ccccc3)c2)C[C@@H]2CC[C@H]1N2C(=O)NCc1ccc(F)cc1 | 1.9 | -28.1 | -12.7 | 18.2 | -0.1 | 5.1 | 0.3 | -5.7 | -2.3
COCCNC(=O)Cn1cc(/C=C2\C(=O)NC(=O)N(c3cccc(C)c3C)C2=O)c2ccccc21 | 1.2 | 3.9 | -8.3 | -13.9 | 1.6 | -0.6 | -5.8 | -16.9 | 10.0
CC1CN1P(=O)(Oc1ccc2ccccc2c1)N1CC1C (stereo not drawn) | . | . | 1.6 | -4.9 | 1.3 | 1.7 | . | -15.7 | 7.7
C=C1C2C[C@H](O)C(C)(C)[C@@]2(O)[C@H](O)C[C@]23C[C@@](C)(O)[C@H](CC[C@H]12)[C@H]3OC(C)=O (stereo partly drawn) | 0.8 | -1.2 | -1.4 | 9.4 | 0.6 | 2.1 | -2.5 | -16.8 | 22.4
O=[N+]([O-])c1cccc(NP(=O)(N2CC2)N2CC2)c1 | . | . | 0.8 | -19.5 | 0.5 | 0.7 | . | -11.7 | 19.4
O=C(O)Cc1cnc[nH]1 | 0.2 | 6.9 | -2.7 | -16.1 | 0.5 | 1.3 | -8.3 | -0.8 | 3.9
C[C@]12CCC3C(CC[C@H]4C[C@H](N)CC[C@]34C)C1CC[C@H]2O (stereo partly drawn) | 1.1 | 2.4 | -5.3 | -13.3 | 1.0 | 9.3 | -9.5 | -12.3 | -4.0
N=Cc1c(O)n(-c2ccc(C34CC5CC(CC(C5)C3)C4)cc2)c(=O)[nH]c1=O | 0.2 | -13.5 | 6.1 | -3.8 | 0.8 | 16.5 | -4.5 | -1.9 | 9.7
COc1ccc(N/N=C/c2c(O)n(-c3cccc(C)c3)c(=O)[nH]c2=O)cc1 | 1.5 | -13.3 | -3.7 | 1.5 | 1.4 | 10.9 | -9.0 | -23.4 | 22.7
CCOc1cc(C)cc2oc(=O)c3c(c12)CCCC3 | -0.6 | -6.6 | -6.9 | -11.8 | -0.2 | 0.8 | 3.9 | 7.1 | -9.3
CCN(CC)c1nc2c(C)cccn2c(=O)c1C=C1C(=O)NC(=O)NC1=O | -0.2 | 2.2 | -7.5 | -22.0 | -0.1 | 12.2 | -9.1 | -1.3 | 4.3
CCC(=NCc1cc(OC)cc(OC)c1)c1c(O)n(C2CCCCC2)c(=O)[nH]c1=O | -0.7 | -18.0 | -1.4 | -26.9 | 2.3 | -1.4 | 0.7 | -5.7 | 7.8
COc1cc(/C=C/[N+](=O)[O-])ccc1O | 3.0 | -3.3 | -2.1 | 5.7 | -0.2 | 14.2 | 9.4 | -0.1 | -11.3
CNC(=S)N(C)CCc1cc2c(c(OC)c1/C=C1/C(=O)NC(=O)N(C)C1=O)OCO2 | 0.5 | -6.7 | -5.2 | -7.4 | 1.4 | 12.5 | -3.0 | -17.1 | 29.9
NCCc1c[nH]c2ccc(OCc3ccccc3)cc12 | -0.5 | -1.1 | -1.7 | -13.8 | 0.6 | 1.3 | -8.5 | 1.8 | -11.7
COC(=O)C1=C(c2ccc(C(C)=O)cc2)C[C@@H]2CC[C@H]1N2C(=O)N1CCCC1 | 0.1 | -7.8 | -3.1 | -9.5 | 0.2 | 5.2 | 0.8 | -8.5 | 3.3
Cn1nccc1C(=O)N1CCC2(CC1)OCCO2 | 0.6 | -5.3 | -1.9 | -3.3 | 0.9 | 1.9 | -5.7 | -10.5 | 15.5
CCCCCCn1c(N)c(C(=O)NCCN2CCOCC2)c2nc3ccccc3nc21 | 2.4 | -14.7 | -4.4 | 5.6 | 2.0 | 12.5 | -11.8 | -4.6 | 19.7
N#Cc1ccc(Cn2cc(C(=O)c3ccco3)c3ccccc32)cc1 | 4.9 | -6.5 | 0.1 | 21.0 | 2.2 | 7.6 | -12.7 | -13.4 | 9.5
C=CCn1c(O)c(C(CC)=Nc2cccc(C(=O)O)c2)c(=O)[nH]c1=O | 22.1* | -5.2 | -3.0 | -38.4 | 0.0 | 1.4 | -6.0 | -9.3 | 1.1
O=C1NCN(c2ccccc2)C12CCN(C(c1ccccc1OC(F)(F)F)c1nnnn1C1CCCC1)CC2 (stereo not drawn) | . | . | -3.4 | -29.1 | 0.1 | -1.0 | . | -24.9 | 10.8
CS(=O)(=O)NNP(=O)(NNS(C)(=O)=O)NC(=O)c1ccccc1 | 2.0 | -18.7 | -0.3 | -33.2 | 0.2 | 1.3 | -1.8 | -18.3 | 7.2
CCn1c(O)c(N=Nc2cccc(S(=O)(=O)N3CCOCC3)c2)c(=O)n(CC)c1=S | 0.3 | -16.8 | -1.6 | -0.6 | 1.3 | 0.3 | 0.6 | -14.3 | 16.2
CC12CN3CC(C)(CN(C1)C3c1cccs1)C2O (stereo not drawn) | 1.7 | 1.0 | -2.9 | 4.2 | 0.6 | 0.7 | -10.8 | -14.0 | 20.0
CCCN(CCC)C(=O)Cc1c(-c2ccc(Cl)cc2)nc2c(Cl)cc(Cl)cn12 | 0.6 | -6.2 | -1.7 | -16.1 | 1.0 | 1.4 | -0.4 | -11.7 | 20.3
O=C(CCC(=O)N1C[C@H]2C[C@@H](C1)c1cccc(=O)n1C2)NCc1ccccc1C(F)(F)F | 0.0 | -6.9 | -3.9 | -18.5 | 0.1 | 7.7 | -2.5 | -18.6 | 4.8
O=C(N/N=C/c1c(O)n(Cc2ccccc2)c(=O)[nH]c1=O)c1ccccc1 | -0.1 | -17.6 | -3.0 | -16.5 | -0.5 | 3.5 | -4.7 | -2.0 | 14.3
COc1ccc(CCNCc2ccccc2)cc1 | 1.4 | -12.1 | -7.1 | -8.1 | 1.0 | 5.7 | -10.7 | -7.0 | -4.0
CCC1(CCCC(=O)c2ccc(F)cc2)C(=O)NC(=S)NC1=O | 1.1 | -0.7 | -4.9 | -0.8 | 1.2 | 2.2 | -2.0 | -9.1 | 22.0
C[C@H](NC(=O)CCC(=O)N1C[C@H]2C[C@H](C1)c1cccc(=O)n1C2)c1ccccc1 | -1.1 | -8.2 | -1.4 | -17.6 | -0.1 | 0.4 | -1.8 | 5.4 | 5.9
O=C1NC(=O)C(Nc2ccccc2)C(=O)N1 | . | . | 4.4 | -12.0 | 2.0 | -0.1 | . | -8.1 | 12.2
Cc1ccc(Oc2cc(NN3CCCCC3)c([N+](=O)[O-])cc2[N+](=O)[O-])c([N+](=O)[O-])c1 | -0.3 | -2.5 | 2.7 | -6.5 | -0.6 | 8.1 | -1.1 | -15.1 | 15.1
COc1ccc(CCn2c(O)c(C=NCCCO)c(=O)[nH]c2=O)cc1OC | 0.3 | -16.1 | -1.7 | -22.0 | 0.0 | 0.3 | -12.1 | -5.1 | 2.6

From PubChem
